mIDH1 inhibitor – blocks human mutant IDH1 R132H enzyme; Potency, µM (series often up to 76.6 µM), for the others: at the highest dose activity change, negative = inhibition, most hits filed as inhibitors; IDH1-R132H enzyme, NADPH consumption, diaphorase/resazurin fluorescence; 390,000 tested, 0.093% active; O75874; also: potency is read from the fitted curve at half-maximal effect; % is scaled to controls: 0 for no effect and ±100 for the full control effect; nearly all actives have a fitted effect of over 65% in size
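IDH1-R132H (0.5 ug/mL) preincubated 30 min with compound, then NADPH (0.016 mM) and alpha-KG (2 mM) added; 80 min at RT, pH 7.5. Remaining NADPH coupled via diaphorase/resazurin to fluorescence (540/590 nm); concentration-response curves normalized to no-enzyme control.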
rTrxR1 inhibitor – rat TrxR1 inhibition; 390,000 tested, 1% active; Potency, µM (top dose mostly 114 µM), inactives show top-dose activity change, negative = inhibition, actives largely listed as inhibitors; recombinant rTrxR1, NADPH fluorescence consumption, selenite substrate; O89049; also: potency is read from the fitted curve at half-maximal effect; % is scaled to controls: 0 for no effect and ±100 for the full control effect; nearly all actives have a fitted effect of over 65% in size
Target sequence (O89049 whole entry, looked up): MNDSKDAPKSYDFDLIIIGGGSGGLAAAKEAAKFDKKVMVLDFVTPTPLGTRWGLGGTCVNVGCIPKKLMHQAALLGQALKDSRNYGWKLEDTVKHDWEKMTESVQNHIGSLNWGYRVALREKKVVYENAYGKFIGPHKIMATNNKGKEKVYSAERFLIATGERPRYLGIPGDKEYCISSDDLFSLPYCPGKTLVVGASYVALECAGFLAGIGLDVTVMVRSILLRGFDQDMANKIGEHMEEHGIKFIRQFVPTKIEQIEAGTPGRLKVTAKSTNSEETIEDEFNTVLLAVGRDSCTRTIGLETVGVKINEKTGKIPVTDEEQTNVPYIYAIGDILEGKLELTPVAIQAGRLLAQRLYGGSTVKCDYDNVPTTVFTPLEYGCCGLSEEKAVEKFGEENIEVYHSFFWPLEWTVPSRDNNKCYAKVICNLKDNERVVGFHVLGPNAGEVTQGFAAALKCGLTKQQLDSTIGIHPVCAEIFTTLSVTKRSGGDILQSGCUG
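Rat TrxR1 (90 nM in the dispensed reagent) was pre-reduced with 400 uM NADPH for 5 min at room temperature, then incubated with compound for 15 min. After 400 uM selenite was added, NADPH fluorescence (Ex 340/Em 450 nm) was followed for 8 min.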
USP1-UAF1 inh – blocks the human USP1/UAF1 deubiquitinase complex; 390,000 tested, 0.23% active; AID 743255; Potency, µM (doses to about 57.1 µM), inactives show at the highest dose activity change, negative = inhibition, usual class: inhibitors; recombinant USP1/UAF1, Ub-Rhodamine cleavage fluorescence; O94782; also: potency is read from the fitted curve at half-maximal effect; % is scaled to controls: 0 for no effect and ±100 for the full control effect; nearly all actives have a fitted effect of over 60% in size; inactives centre near -12
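USP1/UAF1 complex (1 nM) preincubated 15 min at room temperature with compound, then Ub-Rho substrate (150 nM final) added. Kinetic fluorescence at 480/540 nm over 6 reads at 60 s intervals; 50 mM HEPES pH 7.8, 0.5 mM EDTA, 0.1 mg/ml BSA, 1 mM TCEP, 0.01% Tween-20.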
Glioma ERSR ind – induces the endoplasmic reticulum stress response in human glioma cells | AID 602332 | 420,000 tested, 0.02% active | Potency, µM, inactives show at the top dose activation, actives largely listed as activators | U87-MG GRP78 promoter luciferase reporter, 16 h; also: potency is read from the fitted curve at half-maximal effect; series mostly up to about 76 µM; % of control where 0% means no effect; nearly all actives have a fitted effect of over 35% in size
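ERSR induction read as luciferase luminescence (Bright-Glo, 10 min at room temperature) in stably transfected human U87-MG glioma cells exposed to compounds for 16 h, using GRP78 as sensor.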
RGS4 inh – human RGS4 inhibition; 390,000 tested, 0.039% active; Transcreener GDP fluorescence polarization, RGS4-accelerated GTP hydrolysis; Potency, µM (doses to about 114 µM), for the others: top-dose activity change, negative = inhibition, usual class: inhibitors; P49798; AID 504845; also: potency is read from the fitted curve at half-maximal effect; % is scaled to controls: 0 for no effect and ±100 for the full control effect; nearly all actives have a fitted effect of over 75% in size; some results filed as inactive show a strong effect at the top dose
Target sequence (P49798 whole entry, looked up): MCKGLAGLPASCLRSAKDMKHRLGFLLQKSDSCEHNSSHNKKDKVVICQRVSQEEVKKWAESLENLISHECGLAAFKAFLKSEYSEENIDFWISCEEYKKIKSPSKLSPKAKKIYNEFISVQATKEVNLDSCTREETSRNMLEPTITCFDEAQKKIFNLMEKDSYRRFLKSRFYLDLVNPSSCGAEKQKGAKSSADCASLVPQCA
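MLSMR compounds (23 nl, pin-transferred) preincubated 10 min at room temperature with a 500nM (2x) first reagent, then RGS4 at 900nM (2x) plus Transcreener GDP mix added; fluorescence polarization (620/688 nm) read before and after 90 min at 30 °C.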
Vif-APOBEC3F blk – inhibitors of Vif-A3F interaction. HeLa A3F-eYFP + Vif (tagged APOBEC3F with the HIV-1 protein that degrades it), YFP fluorescence increase. Potency, µM (series often up to 46.1 µM), for inactives: at the top dose activity, negative = active. 390,000 tested, 0.2% active. AID 602313; also: potency is read from the fitted curve at half-maximal effect; % of control where 0% means no effect; nearly all actives have a fitted effect of over 65% in size
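Fluorescence increase (Ex 488/Em 500-530) after overnight compound treatment at 37 deg C flags inhibition of Vif-driven A3F-eYFP loss in stable HeLa A3F-eYFP/Vif cells seeded overnight beforehand.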
Vif-APOBEC3G blk – Vif-A3G binding inhibition | Q9HC16 | Potency, µM (highest dose often 46.1 µM), for the others: at the top dose activity, negative = active, actives largely listed as inhibitors | HeLa A3G-eYFP + Vif (tagged APOBEC3G with the HIV-1 protein that degrades it), YFP fluorescence, overnight | 410,000 tested, 0.076% active;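 also: potency is read from the fitted curve at half-maximal effect; % is scaled to controls: 0 for no effect and ±100 for the full control effect; nearly all actives have a fitted effect of over 60% in size; hits raise eYFP signal because A3G escapes Vif-driven loss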
Target sequence (Q9HC16 whole entry, looked up): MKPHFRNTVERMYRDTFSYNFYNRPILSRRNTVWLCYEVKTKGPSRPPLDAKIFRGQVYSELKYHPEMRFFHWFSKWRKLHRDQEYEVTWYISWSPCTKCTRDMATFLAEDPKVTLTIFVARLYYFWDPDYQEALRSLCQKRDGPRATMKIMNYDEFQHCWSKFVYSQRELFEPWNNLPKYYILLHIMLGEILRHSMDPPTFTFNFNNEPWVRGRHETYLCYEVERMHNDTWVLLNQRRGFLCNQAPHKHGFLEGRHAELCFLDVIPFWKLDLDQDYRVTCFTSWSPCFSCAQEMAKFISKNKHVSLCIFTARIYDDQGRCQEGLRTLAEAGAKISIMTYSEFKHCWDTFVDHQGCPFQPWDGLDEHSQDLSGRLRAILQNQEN
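HeLa cells stably expressing Vif and C-terminally eYFP-tagged A3G, seeded overnight at 37 deg C, then exposed to compound by pintool overnight at 37 deg C. Rise in yellow fluorescence (Ex 488/Em 500-530, Acumen) marks blocked Vif-driven A3G degradation.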
LDHA inh – blocks human lactate dehydrogenase A; P00338; purified LDHA, NADH/diaphorase-resazurin fluorescence; stronger effect = lower value; activity change, % (values are at about 110 or 230 µM); 480,000 tested, 0.15% active; AID 1347041; in the data active = activity change below about -30%; inconclusive = mostly about -25% to -30%;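 also: plate controls were DMSO wells for no effect and wells without enzyme for full effect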
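Human LDH5 at 2 nM final in Tris HCl pH 7.4 with 0.06 mM NADH and 0.2 mM pyruvate, reacted 5 minutes at room temperature. Remaining NADH coupled via diaphorase/resazurin; resorufin fluorescence read at 0 and 20 minutes, normalized to enzyme-free and DMSO wells.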
TrxR1 substrate – is turned over as a substrate by rat TrxR1. AID 588456. O89049. purified TrxR1 substrate turnover, NADPH consumption readout. 390,000 tested, 0.01% active. Potency, µM (top dose mostly 114 µM), without a hit: top-dose activity change, negative = substrate turnover; also: potency is read from the fitted curve at half-maximal effect; % is scaled to controls: 0 for no effect and ±100 for the full control effect; nearly all actives have a fitted effect of over 50% in size
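Rat TrxR1, dispensed at 90 nM, was prereduced with 400 uM NADPH (final) for 5 min at ~22 deg C, then incubated with compound 15 min before 400 uM selenite. A first-read NADPH fluorescence drop versus no-compound background flagged substrates.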
Active calls of the source: *; ? = inconclusive; nt = not tested or not shown; & = joins results of further samples; [ ] = another dose, or the depositor's remark. Unless noted, calls follow the shape of the dose curve; as a rule, active = well fitted curve in the direction sought with a large enough effect; inconclusive = small, poorly fitted or top-dose-only effect, or another doubt; inactive = no such curve, though single readings can be large; an effect the other way counts as inactive or inconclusive. A portion of the library (hit frequency here may not be typical).

SMILES	mIDH1 inhibitor	rTrxR1 inhibitor	USP1-UAF1 inh	Glioma ERSR ind	RGS4 inh	Vif-APOBEC3F blk	Vif-APOBEC3G blk	LDHA inh	TrxR1 substrate
Cc1nnc(N2CCN(c3ccccc3F)CC2)c2c1nnn2Cc1ccccc1Cl	10%	14%	-21%	-2%	12%	1%	-4%	0&-2	15%
CCOC(=O)C(CCCCCCC(NC(C)=O)(C(=O)OCC)C(=O)OCC)(NC(C)=O)C(=O)OCC	3%	9%[57.1 µM]	2%	-6%	-18%	-6%	-2%	-4	9%[57.1 µM]
CCn1cc(CNC(=O)CCc2nnc(CCC3CCCCC3)o2)cn1	-1%	-18%	2%	-5%	7%	-2%	1%	-16	-10%
COc1ccc(CNC(=O)c2ccc(NS(=O)(=O)c3ccc4[nH]c(=O)[nH]c4c3)cc2)cc1OC	0%	24%	-13%	-3%	-24%	-7%	1%	-2	4%
COCCN(C(=O)COC(=O)c1ccccc1Nc1ccccc1)c1c(N)n(Cc2ccccc2)c(=O)[nH]c1=O	0%	3%[57.1 µM]	-21%	1%	-13%	6%	-8%	1	-2%[57.1 µM]
Cc1cccc(NS(=O)(=O)c2cc(OCC(N)=O)c(C)cc2Cl)c1	1%	9%	1%	-6%	35%	-6%	0%	4	2%
Cc1ccc(-c2nc(C)c(CCNC(=O)C(=O)Nc3ccc4c(c3)OCCO4)s2)cc1	4%	18%[57.1 µM]	-29%	-1%	-23%	-9%	-4%	-1	4%[57.1 µM]
Cc1ccccc1-c1nc(CS(=O)(=O)CC(=O)NCCCN2CC(C)CC(C)C2)c(C)o1 (stereo not given)	-1%	-10%	-9%	5%	19%	-1%	1%	-6	-6%
CSCCC(NC(=O)c1ccc(Cl)cc1Cl)C(=O)OCC(N)=O (stereo not given)	9%	11%	-19%	-4%	6%	-2%	2%	-2	0%
CCCCN1C(=O)C(CC(=O)NCc2cccs2)CC(C(=O)N(C)C)=C1C (stereo not given)	14%	nt	-16%	-4%	nt	-10%	1%	-1	nt
O=C(CCCN=C1NS(=O)(=O)c2ccccc21)OCC(=O)c1ccccc1	3%	6%[57.1 µM]	-11%	-3%	-9%	-11%	-5%	-2	-4%[57.1 µM]
Cc1csc2nc(COC(=O)COc3ccccc3F)cc(=O)n12	6%	16%[57.1 µM]	-19%	-2%	-11%	0%	-2%	-1	3%[57.1 µM]
O=C(CCC(=O)Nc1ccccc1Cl)NN=C1CCCC1	0%	21%	-19%	-7%	6%	-7%	1%	0	4%
O=C(CCC1CCN(C(=O)C2CC=CCC2)CC1)Nc1ccccc1 (stereo not given)	0%	nt	-8%	-1%	nt	4%	0%	2	nt
CCOC(=O)c1cnc2ccc(C)cc2c1Nc1ccc(N(CC)CC)cc1	-1%	?	-11%	-5%	-36%	-12%	1%	13	-15%
CC(=O)c1c(C)[nH]c(C(=O)OCC(=O)N2c3ccccc3NC(=O)C2(C)C)c1C	6%	-6%[57.1 µM]	-2%	-5%	25%	-4%	-6%	-4	1%[57.1 µM]
O=C(COC(=O)/C=C/c1cccc(Cl)c1)NCc1cccs1	-3%	14%	-18%	-2%	18%	8%	3%	-12	-1%
CCC(C)(C(=O)NC1CCCC1)N(C)C(=O)c1ccccn1 (stereo not given)	-5%	15%[57.1 µM]	3%	-3%	27%	3%	0%	-2	7%
O=C(N/N=C/c1cccc(F)c1)c1csc2c1CCCC2	7%	13%[57.1 µM]	-14%	1%	-20%	-6%	0%	0	8%[57.1 µM]
CCCc1cc(=O)[nH]c(SCc2ccc(F)cc2)n1	-3%	8%	-3%	-2%	15%	6%	-3%	-13	-7%
O=C(Nc1cccc(F)c1)[C@@H](c1ccccc1)N1Cc2ccccc2C1=O	26%	17%	-17%	1%	-17%	1%	-9%	1	4%
CCCCCN(C(=O)NC(=O)Nc1nncs1)S(C)(=O)=O	1%	20%	10%	-5%	3%	0%	1%	-9	9%
NC(=O)C1CCN(C(=O)c2cc3ccccn3n2)CC1	-9%	23%[57.1 µM]	-9%	-3%	-2%	-1%	1%	-2	9%[57.1 µM]
Cc1nn(-c2ccccc2)c2c1CC(=O)Nc1ccccc1-2	4%	10%[11.4 µM]	-21%	-5%	-26%	-21%	?	-1	-6%[57.1 µM]
CC(=O)c1c(N2CCN(Cc3ccccc3)CC2)nc(=S)n(-c2ccccc2)c1C	-4%	-9%	-6%	-1%	12%	-3%	-5%	-13	-10%
Cc1sc(NC(=O)c2ccco2)c(C(Nc2ccccn2)c2ccccc2)c1C (stereo not given)	-7%	3%	-8%	0%	-13%	-7%	-7%	-4&-10	6%
Cc1cc(N(C)C)c(C#N)c(=O)[nH]1	3%	4%	-11%	-5%	14%	3%	-4%	-1	1%
Cc1ccc(-n2c3nc(=O)n(C)c(=O)c-3cc3ccccc32)cc1	3%	15%	-15%	-1%	0%	12%	2%	-4	145%[activator]
Cc1cc(=O)[nH]c2n[nH]c(-c3ccccc3)c12	4%	-5%[57.1 µM]	-23%	0%	-10%	2%	0%	2	21%[57.1 µM]
COc1ccc2c(CNCCc3ccc(SC)cc3)c(C(=O)O)n(Cc3ccc(F)cc3)c2c1	0%	9%	-18%	2%	-8%	?	-22%	2	2%

Some of the entries above, reformatted.
Results follow in this order: mIDH1 inhibitor | rTrxR1 inhibitor | USP1-UAF1 inh | Glioma ERSR ind | RGS4 inh | Vif-APOBEC3F blk | Vif-APOBEC3G blk | LDHA inh | TrxR1 substrate
> CCCc1cc(=O)[nH]c(SCc2ccc(F)cc2)n1
 : -3% | 8% | -3% | -2% | 15% | 6% | -3% | -13 | -7%
> O=C(Nc1cccc(F)c1)[C@@H](c1ccccc1)N1Cc2ccccc2C1=O
 : 26% | 17% | -17% | 1% | -17% | 1% | -9% | 1 | 4%
> CCCCCN(C(=O)NC(=O)Nc1nncs1)S(C)(=O)=O
 : 1% | 20% | 10% | -5% | 3% | 0% | 1% | -9 | 9%
> NC(=O)C1CCN(C(=O)c2cc3ccccn3n2)CC1
 : -9% | 23%[57.1 µM] | -9% | -3% | -2% | -1% | 1% | -2 | 9%[57.1 µM]
> Cc1nn(-c2ccccc2)c2c1CC(=O)Nc1ccccc1-2
 : 4% | 10%[11.4 µM] | -21% | -5% | -26% | -21% | ? | -1 | -6%[57.1 µM]

Next structures.
SMILES	mIDH1 inhibitor	rTrxR1 inhibitor	USP1-UAF1 inh	Glioma ERSR ind	RGS4 inh	Vif-APOBEC3F blk	Vif-APOBEC3G blk	LDHA inh	TrxR1 substrate
O=C(Nc1cc(OC(=O)C(F)(F)F)c2nonc2c1OC(=O)C(F)(F)F)C(F)(F)F	nt	?	nt	-5%	15%	nt	-19%	9	-19%
COc1ccc(S(=O)(=O)Nc2ccc3c(c2)N(C(C)=O)CCC3)cc1	6%	-12%	-12%	-5%	-9%	10%	0%	1	-9%
Cn1c(SCc2ccc(Cl)cc2)nc(C(F)(F)F)cc1=O	10%	14%	-16%	-4%	8%	0%	-2%	0	4%
Cc1ccc(C(=O)CC(=O)c2cc(Cl)ccc2O)cc1	1%	27%[57.1 µM]	-11%	11%	-27%	-13%	2%	4	2%[57.1 µM]
Nc1ncnc2c1ncn2[C@H]1C[C@H](O)[C@@H](COP(=O)(O)O)O1	3%	7%	-19%	3%	-9%	1%	-3%	-5	1%
CC(C)NC(=S)N/N=C1\CCCCc2ccccc21	-4%	9%	-3%	0%	1%	?	-1%	0	-6%
CC(=O)c1ccc(OC(=O)/C=C/c2ccccc2)cc1	-1%	11%	-17%	-1%	14%	?	1%	-1	2%
CN(C)CCCNS(=O)(=O)c1ccc(Oc2ncc(C(F)(F)F)cc2Cl)cc1	5%	11%[57.1 µM]	-21%	5%	-8%	6%	2%	-3	14%[57.1 µM]
O=C(CCc1ccccc1)NNC(=O)COc1ccccc1Cl	-14%	-10%	-18%	2%	7%	10%	1%	-16	-14%
CCOC(=O)C1=C(COC(=O)c2ccc(OC(C)C)cc2)NC(=O)NC1C (stereo not given)	7%	-5%	-7%	-2%	-8%	-9%	-1%	1	-2%
CC1=C(C(=O)Nc2nc3ccccc3s2)C(c2ccco2)C(C#N)=C(SCC(=O)NC2CCCCC2)N1 (stereo not given)	-2%	55%[activator][57.1 µM]	-4%	-3%	5%	-2%	0%	-3	170%
COc1ccc(CNC(=O)C2(CC3CC(c4ccccc4)=NO3)CCN(C(=O)CCCCCBr)CC2)cc1 (stereo not given)	7%	12%	12%	-3%	24%	-3%	-6%	-2	14%[57.1 µM]
Nc1nc(Cl)c2ncn(C3OC(CO)C(O)C3O)c2n1 (stereo not given)	0%	-14%	-1%	-8%&-5%	-2%	5%	2%	-2	-11%

Screens deposited in PubChem by National Center for Advancing Translational Sciences (NCATS).
